# LYPLA1 inh = LYPLA1 (human) inhibition in PME1 counter-screen; AID 2174; actives 0.16% (n = 320,000); inhibition, % at 5.9 µM; recombinant LYPLA1, FP-Rh probe fluorescence polarization;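 active = inhibition above the mean of all tested compounds plus 3 SD, set per campaign, cut at about 14% in these data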;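 note: inhibitors block serine hydrolase probe labeling of LYPLA1 so polarization falls; 0% = enzyme with DMSO and 100% = wells lacking LYPLA1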
# pPAFAH inh = inhibitors of human plasma PAF acetylhydrolase (pPAFAH); Q13093; recombinant pPAFAH, FP-rhodamine probe fluorescence polarization; inhibition, % at 3.39 µM; actives 1.5% (n = 330,000);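 active = inhibition above the mean inhibition across the screen plus 3 SD, cut at about 25% in these data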;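 note: inhibitors block binding of the rhodamine activity-based probe so polarization drops; 0% = enzyme with DMSO and 100% = wells lacking pPAFAH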
# PAFAH1B2 inh = PAFAH1B2 (human) inhibition; P68402; recombinant PAFAH1B2, FP-rhodamine activity probe, fluorescence polarization; inhibition, % at 3.39 µM; actives 1.2% (n = 340,000); AID 492953;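 active = inhibition above the mean of all tested compounds plus 3 SD, cut at about 24% in these data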;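 note: 0% = enzyme with DMSO and 100% = wells lacking PAFAH1B2; many of its hits are not listed in these tables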
# PAFAH2 inh = inhibitors of human PAFAH2; Q99487; actives 0.99% (n = 340,000); recombinant PAFAH2, FP-rhodamine activity probe, fluorescence polarization; inhibition, % at 3.39 µM;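 active = inhibition above the mean over all tested compounds plus 3 SD, cut at about 30% in these data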;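 note: inhibitors block probe labeling of enzyme so polarization drops; 0% = enzyme with DMSO and 100% = wells lacking PAFAH2 protein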
# LYPLA2 counter = blocks human lysophospholipase 2, a PME1 counter-screen. inhibition, % at 5.9 µM. actives 0.38% (n = 320,000). recombinant LYPLA2, FP-Rh probe fluorescence polarization. O95372. AID 2177;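 active = inhibition above the screen-wide mean plus 3 SD, limit set per campaign, cut at about 26% in these data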;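 note: 0% = LYPLA2 with DMSO and 100% = wells lacking LYPLA2 enzyme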
# PAFAH1B3 inh = PAFAH1B3 (human) inhibition; inhibition, % at 3.39 µM; recombinant PAFAH1B3, FP-rhodamine probe, fluorescence polarization; AID 492972; actives 0.28% (n = 340,000); Q15102;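 active = inhibition above the screen-wide average of all tested compounds plus 3 SD, cut at about 25% in these data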;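 note: 0% = enzyme with DMSO only and 100% = wells lacking PAFAH1B3 protein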
# Target sequence (Q15102 whole entry, looked up): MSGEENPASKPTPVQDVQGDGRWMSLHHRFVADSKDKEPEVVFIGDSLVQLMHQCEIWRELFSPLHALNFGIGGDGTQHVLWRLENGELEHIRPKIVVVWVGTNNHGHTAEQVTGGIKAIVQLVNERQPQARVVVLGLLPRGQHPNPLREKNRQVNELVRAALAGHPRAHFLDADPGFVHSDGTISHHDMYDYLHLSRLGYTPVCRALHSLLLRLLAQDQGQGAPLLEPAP
# ZTA counter = blocks Epstein-Barr virus ZTA, an EBNA-1 counter-screen; P03206; AID 2234; inhibition, % at 11 µM; ZTA-DNA binding, fluorescence polarization; actives 0.15% (n = 320,000); in the data active = inhibition above about 33%
# EBNA-1 inh = blocks EBNA-1 binding to DNA. inhibition, % at 14.8 µM. actives 0.34% (n = 300,000). EBNA-1 DNA binding, fluorescence polarization; in the data active = inhibition above about 28%
# PREPL inh = human PREPL enzyme inhibition; recombinant PREPL, fluorescence polarization activity-based probe; inhibition, % at 5.96 µM; actives 0.68% (n = 320,000); AID 2751; in the data active = inhibition above about 43%;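 note: 0% = enzyme with DMSO and 100% = wells lacking enzyme; many of its hits are not listed in these tables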
# Target sequence (Q4J6C6 whole entry, looked up): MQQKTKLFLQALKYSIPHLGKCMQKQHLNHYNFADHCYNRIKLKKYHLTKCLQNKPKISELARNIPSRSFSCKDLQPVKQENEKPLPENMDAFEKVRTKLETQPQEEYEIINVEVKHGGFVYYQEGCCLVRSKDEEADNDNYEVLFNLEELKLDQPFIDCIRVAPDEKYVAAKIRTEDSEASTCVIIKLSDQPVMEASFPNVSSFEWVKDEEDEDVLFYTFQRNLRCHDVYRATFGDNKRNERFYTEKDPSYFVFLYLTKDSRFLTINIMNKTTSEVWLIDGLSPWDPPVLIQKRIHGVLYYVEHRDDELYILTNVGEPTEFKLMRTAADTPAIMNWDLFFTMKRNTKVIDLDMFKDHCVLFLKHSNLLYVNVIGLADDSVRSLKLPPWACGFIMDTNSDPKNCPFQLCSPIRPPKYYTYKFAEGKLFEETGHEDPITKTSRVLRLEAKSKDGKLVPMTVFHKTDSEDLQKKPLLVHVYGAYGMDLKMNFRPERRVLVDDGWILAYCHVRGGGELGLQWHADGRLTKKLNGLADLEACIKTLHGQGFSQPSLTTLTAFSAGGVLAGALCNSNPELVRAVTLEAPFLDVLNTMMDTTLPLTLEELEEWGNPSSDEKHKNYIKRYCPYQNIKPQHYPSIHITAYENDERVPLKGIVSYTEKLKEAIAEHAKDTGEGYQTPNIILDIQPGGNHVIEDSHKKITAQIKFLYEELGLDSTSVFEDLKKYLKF
# * marks the source's active call; other numbers are inactive results; · = no result given.
SMILES,LYPLA1 inh,pPAFAH inh,PAFAH1B2 inh,PAFAH2 inh,LYPLA2 counter,PAFAH1B3 inh,ZTA counter,EBNA-1 inh,PREPL inh
CC(=O)Nc1ccc(NC(=O)c2cc(=O)c3ccc(C)cc3o2)cc1,3,7,-2,-3,-1,13,19,5,-7
COc1ccc(C(=O)NCCc2ccc(F)cc2)cc1OC,-3,-1,4,7,0,3,4,-2,2
O=C(C1CCC(=O)N(C2CCCC2)C1)N1CCN(Cc2cccc(F)c2)CC1 (stereo unspecified),4,3,-2,-8,4,11,1,-8,14
COc1cccc(/C=N/c2sc(Cc3ccccc3)c(C)c2C(N)=O)c1O,-2,22,2,4,5,2,11,10,15
Cc1ccc(CNC(=O)N2CCN(c3ccc(C)cc3)CC2)cc1,1,3,-1,-8,1,5,-4,2,-1
CCOC(=O)C1CCN(C(=O)CN(c2cccc(OC)c2)S(=O)(=O)c2ccccc2)CC1,1,5,9,11,7,6,8,1,0
O=C(NN1CCCCC1)c1ccc(COc2ccc(Cl)cc2)cc1,0,1,22,3,7,9,-16,13,2
CCOC(=O)c1c(NC(=S)NC(=O)c2ccc(Cn3cc(Cl)cn3)o2)sc2c1CCC(C)C2 (stereo unspecified),2,-4,7,-4,4,5,8,-2,18
CC(C)[C@H](NC(=O)c1ccccc1)C(=O)OCC(=O)NCCC1=CCCCC1,4,24,8,5,-2,2,4,8,3
CC1=C(C(=O)OCc2ccccc2)C(c2ccc([N+](=O)[O-])cc2)NC(=O)N1 (stereo unspecified),-2,2,3,-8,9,5,-8,0,-3
COc1ccc(CCNC(=O)CCCn2c(SCC#N)nc3ccccc3c2=O)cc1OC,0,1,3,0,3,-3,-10,0,-3
Cn1cnnc1Sc1nc([N+](=O)[O-])nn1C,-6,-1,-3,4,4,9,-16,-5,1
Cc1ccc(-c2nnc(SCC(=O)N3CCN(c4ccccc4)CC3)o2)cc1,3,6,3,-6,-2,-4,4,-5,-78
O=c1oc2ccc(C#CC3(O)CCCCC3)cc2cc1-n1cc(C2(O)CCCCC2)nn1,0,5,-2,3,-3,-2,-2,·,-3
CN1CCN(c2ccc(CNS(=O)(=O)c3ccc(Cl)cc3)cc2)CC1,-2,1,9,-2,0,13,-2,-10,-2
CCCCSCCCNC(=O)CCCN1C(=O)c2ccccc2Sc2ncccc21,0,4,-7,4,11,9,19,3,9
COc1ccnc(CS(=O)c2nc3cc(OC(F)F)ccc3[nH]2)c1OC (stereo unspecified),-3,6,·,·,-1,·,9,-2,5
CCOC(=O)C1=C(C)N(C[C@@H]2CC[C@@H](Cc3ccc(-c4ccccc4)cc3)O2)C(=O)NC1c1cccc2ccccc12 (stereo partly specified),·,-9,2,2,·,0,·,·,·
CCc1ccc(NC(=O)c2cnc(N3CCN(c4ccccn4)CC3)c3ccccc23)cc1,-10,5,·,·,-7,·,4,1,-11
O=C(NCCc1ccccc1)c1cnc(Cl)c(Cl)c1,-3,2,6,2,1,3,3,-4,4
O=C(CCN=C1NS(=O)(=O)c2ccccc21)OCC(=O)c1ccccc1Cl,4,4,-4,6,1,2,-3,5,24
Cn1c(SCC(=O)NCc2ccco2)nnc1-c1ccc(S(=O)(=O)N2CCOCC2)cc1,-2,7,10,10,-2,15,7,11,-5
Cc1ccc(OCC(=O)NNC(=O)CCc2ccccc2)cc1,3,7,2,3,-2,-2,4,12,4
CCOP(=O)(OCC)C(Nc1cccc(C(F)(F)F)c1)c1ccc(F)cc1 (stereo unspecified),-3,3,0,1,4,1,-24,0,11
COc1ccc(CN2CCN(CC=C(C)C)C(CCO)C2)cc1Cn1cccn1 (stereo unspecified),3,3,2,-3,6,5,3,-2,10
CNC(=O)C1CCC(=O)N1Cc1ccc(C)cc1 (stereo unspecified),3,8,2,1,-28,2,-10,3,3
O=C(NCc1cccnc1)C(=O)Nc1ccc2c(c1)OCO2,0,7,2,0,5,3,-2,-2,-6
O=C1c2ccc([N+](=O)[O-])cc2C(=O)N1c1c[nH]c(=O)[nH]c1=O,-3,0,·,·,-1,·,-5,-9,-2
COCCNC(=O)C1CCN(S(=O)(=O)N2CCC3(CC2)OCCO3)CC1,0,3,4,-1,7,3,9,12,1
CCn1c2ccccc2c2nnc(SCC(=O)c3c(N)n(C)c(=O)n(C)c3=O)nc21,1,-3,3,-1,0,7,-11,1,0
CC1=C(C(=O)OCc2ccccc2)C(c2ccoc2)C(C#N)=C(N)O1 (stereo unspecified),-2,5,-4,-12,-3,3,15,0,-1
CCc1ccc(N(CC(=O)NCc2ccc(OC)cc2)C(=O)CCC(=O)Nc2ccccn2)cc1,-3,8,0,-5,-4,8,9,11,-33
Cn1c(SCc2ccccc2)nnc1-c1c[nH]c2ccccc12,-3,4,0,4,1,0,2,6,-20
Cc1ccc(NC(=O)/C(=C\c2cccs2)NC(=O)c2ccccc2)cc1,1,10,-1,-2,6,10,-8,4,-2
CSCC[C@H](NC(=O)C1=NN(c2c(F)c(F)cc(F)c2F)C(=O)CC1)c1nc2ccccc2[nH]1,-1,0,6,5,-2,5,-5,-11,12
O=C(c1ccc(N2CCOCC2)c([N+](=O)[O-])c1)N1CCN(c2ccccc2F)CC1,·,6,-1,-2,·,5,·,·,32
COc1ccc(-c2c([C@H]3[C@@H]4C=CCC[C@@]4(C)C(=O)N3Cc3ccccc3)ccc3ccccc23)cc1OC,2,1,-5,-1,-3,8,6,8,-1
Clc1cccc(Cl)c1-c1nnc2ccc(N3CCOCC3)nn12,2,-3,5,-1,2,1,-8,-8,5
CCc1cc2cc(C)ccc2nc1SCC(=O)N1CC(=O)Nc2ccccc21,-5,29*,0,-11,-4,7,9,7,13
CN(C)S(=O)(=O)c1ccc(NC(=O)COC(=O)c2ccccn2)cc1,0,3,-3,2,3,4,-7,3,4
CC1CCCCN1CC(O)COc1ccc(OCC(O)CN2CCCCC2C)cc1 (stereo unspecified),2,-2,4,-2,2,-2,-7,0,-1
NC(=O)c1ccc(NC(=O)COC(=O)CC(NC(=O)c2ccccc2Cl)c2ccccc2)cc1 (stereo unspecified),-3,1,-4,6,-1,5,-3,-4,-2
Cc1cccc(NS(=O)(=O)c2ccc3c(c2)NC(=O)CO3)c1C,-4,24,-2,-2,0,-7,1,-9,-5
COC(=O)CSc1nnc(CNC(=O)c2ccc(S(=O)(=O)N(C)C)cc2)n1C,-1,5,6,-8,-1,1,4,4,0
CCC(=O)NNc1nc2c(F)cccc2s1,0,7,5,-2,2,14,-13,3,-4
O=C(Nc1ccncc1)Nc1cccc(Cl)c1,-15,-6,4,-18,-20,-5,-2,3,7
COc1ccc(C2CC(c3cccs3)Nc3nnnn32)cc1 (stereo unspecified),1,-3,3,-4,-2,2,5,2,-44
COc1ccc(Nc2nc(Nc3ccc(OC)cc3)nc(-n3[nH]c(=O)c(C)c3C)n2)cc1,-2,6,1,-2,3,13,25,14,14
Fc1ccccc1N1CCN(c2nnnn2-c2ccccc2)CC1,0,1,1,-4,6,-1,6,-1,21
O=C(Cc1ccc(Cl)cc1)NCc1nc(-c2ccccc2)no1,-2,8,-1,-1,5,7,12,4,-20
COc1ccc(Cl)cc1/C=C(\C#N)C(N)=O,2,-2,2,-3,2,10,-3,8,9
O=C(CSc1ncnc2ccccc12)Nc1ccc2c(c1)OCO2,-3,0,2,-10,-3,5,-1,-4,4
S=C(NCCc1ccccn1)Nc1ccc(Cl)c(Cl)c1,-3,-9,6,6,10,8,7,9,-12
C=CCn1c(SCC(=O)N2c3ccccc3Sc3ccccc32)nnc1-c1ccco1,1,4,-2,1,1,11,-12,-7,8
O=C1/C(=C\c2cc([N+](=O)[O-])ccc2O)SC(=S)N1Cc1ccc(Cl)cc1,-52,-16,-212,-91,-148,-124,7,4,-77
CN(C)c1nc(N(C)C)nc(N(C#N)Cc2ccc(Cl)cc2)n1,2,2,3,10,1,-1,-12,-2,6
CCOc1ncccc1C(=O)Nc1ccc2c(C)cc(=O)oc2c1,-5,0,3,-4,-1,3,7,-1,-3
O=C(NCc1ccco1)c1cc2nc(-c3ccc4c(c3)OCO4)cc(C(F)(F)F)n2n1,-6,6,0,2,-9,-4,-6,7,-31
O=C(N/N=C/c1c[nH]c2ccccc12)c1cc(-c2ccc(-c3ccccc3)cc2)n[nH]1,-29,0,-1,-34,-35,-5,4,-8,14
COc1cc(C(=O)Nc2nnc(CC(C)(C)C)s2)c([N+](=O)[O-])cc1OC,6,0,6,-2,9,6,-9,-1,17
# The listing continues:
SMILES,LYPLA1 inh,pPAFAH inh,PAFAH1B2 inh,PAFAH2 inh,LYPLA2 counter,PAFAH1B3 inh,ZTA counter,EBNA-1 inh,PREPL inh
COc1ccc([N+](=O)[O-])cc1NC(=O)C(C)OC(=O)c1ccccn1 (stereo unspecified),-1,2,6,2,-2,3,3,-1,-3
CN(C)S(=O)(=O)N1CCN(CC(=O)Nc2ccc(Br)cc2)CC1,-3,2,0,-5,8,-4,-8,-16,-2
COc1ccc(S(=O)(=O)Nc2cccc(Cl)c2)cc1OC,0,10,5,4,2,7,9,-8,-2
Cc1nn(CC(=O)NCc2cc3ccccc3[nH]2)c(C)c1[N+](=O)[O-],2,-1,9,10,9,6,9,1,6
CC1CCCN(S(=O)(=O)c2cccc(C(=O)OCC(=O)N(C)Cc3c(F)cccc3Cl)c2)C1 (stereo unspecified),·,-2,1,9,·,2,·,·,11
O=C(CSc1nc(=O)n(CCCN2CCOCC2)c2c1CCC2)Nc1ccc([N+](=O)[O-])cc1,-3,-3,6,-5,0,8,-1,-4,22
COc1cc2c(cc1OC)C(COc1ccc([N+](=O)[O-])cc1)N(C(C)=O)CC2 (stereo unspecified),-1,5,2,-4,1,10,8,-4,-1
COc1ccccc1C(=O)Nc1ccc(S(=O)(=O)Nc2nccs2)cc1,-1,2,9,-9,-5,5,-6,-8,5
O=C(Nc1ccc(N2CCOCC2)cc1)C1CC(=O)N(c2ccc(F)cc2)C1 (stereo unspecified),-2,2,-1,-8,-2,5,14,-9,15
Cc1nc(C)c2c(=O)cc(-c3ccccc3)[nH]c2n1,3,2,-3,-5,4,4,16,5,11
CC(=O)Nc1ccc(S(=O)(=O)NCc2ccc3c(c2)cc(C)n3C)cc1,13,10,6,11,3,2,-6,-1,20
CC(C)n1nnnc1SCC(=O)Nc1ccc2c(c1)OCCO2,1,2,·,·,-1,·,4,0,17
CC12CCC(=O)N1C(C(=O)N1CCN(S(=O)(=O)c3ccc(F)c(F)c3)CC1)CS2 (stereo unspecified),-3,0,2,2,-3,6,8,12,-4
CCN(CC)CCCN(C)C(=O)Cn1nc(Cc2ccncc2)c2ccccc2c1=O,1,1,0,-1,4,8,-9,-1,-1
COc1cccc(NC(=O)CSc2nncn2-c2ccccn2)c1,0,-2,4,7,4,3,4,6,-2
Cc1cccc(C(=O)O/N=C(\N)Cc2cccc3ccccc23)c1,-5,7,5,75*,-8,-2,-4,-4,-9
CCOc1cc(CNn2cnnc2SCC(=O)NC(C)(C)C)ccc1OCC(=O)NC(C)(C)C,-4,6,5,5,-6,8,14,6,-2
O=C(CSc1ccccc1)NCc1cccnc1,0,4,-1,4,-1,1,12,-3,15

# Screening data deposited in PubChem by The Scripps Research Institute Molecular Screening Center.

# The list is partial (hit frequency here may not be typical).
